# TDP1 cell noCPT = qHTS for Inhibitors of human tyrosyl-DNA phosphodiesterase 1 (TDP1): qHTS in cells in absence of CPT; DT40 Tdp1-/- hTDP1 cells, no CPT, ATP luminescence, 48 h; 15% of 420,000 active; Potency, µM (top dose mostly 46.2 µM), without a hit: top-dose activity change, negative = growth inhibition, actives largely listed as inhibitors; AID 686978, 2013; note: nearly all actives have a fitted effect of over 55% in size
#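 Chicken DT40 Tdp1-/- cells stably complemented with human TDP1 were seeded at 400 cells/well with DMSO in place of 20 nM camptothecin. After compound pinning, cells grew at least 48 hr at 37 °C; viability read by CellTiter-Glo luminescence.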
# TDP1 inh = blocks human tyrosyl-DNA phosphodiesterase 1; recombinant TDP1, AlphaScreen DNA substrate cleavage; Potency, µM (top dose mostly 130 µM), for inactives: at the top dose activity change, negative = inhibition, usual class: inhibitors; 0.28% of 350,000 active; note: nearly all actives have a fitted effect of over 40% in size
# Target sequence (Q9NUW8 whole entry, looked up): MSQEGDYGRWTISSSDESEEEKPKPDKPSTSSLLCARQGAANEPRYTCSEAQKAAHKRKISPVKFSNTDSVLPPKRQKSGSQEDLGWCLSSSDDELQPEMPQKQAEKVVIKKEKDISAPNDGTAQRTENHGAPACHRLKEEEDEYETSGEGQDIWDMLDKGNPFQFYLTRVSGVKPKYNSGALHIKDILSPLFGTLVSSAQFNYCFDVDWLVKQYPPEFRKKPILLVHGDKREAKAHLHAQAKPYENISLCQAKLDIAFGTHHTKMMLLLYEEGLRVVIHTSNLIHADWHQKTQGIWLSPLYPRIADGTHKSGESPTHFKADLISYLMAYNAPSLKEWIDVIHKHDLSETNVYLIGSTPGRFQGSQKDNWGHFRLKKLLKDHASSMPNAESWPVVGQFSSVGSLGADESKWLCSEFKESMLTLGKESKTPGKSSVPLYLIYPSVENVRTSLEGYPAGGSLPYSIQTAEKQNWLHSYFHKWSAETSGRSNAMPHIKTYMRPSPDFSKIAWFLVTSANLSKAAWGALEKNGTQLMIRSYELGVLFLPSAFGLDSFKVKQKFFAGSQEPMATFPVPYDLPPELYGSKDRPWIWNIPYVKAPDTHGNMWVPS
#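 Recombinant human Tdp1 (E. coli-expressed, 1 nM final) preincubated with compounds 15 min at room temperature, then 5'-biotin/3'-phosphotyrosine-FITC DNA substrate (15 nM final) added for 5 min. AlphaScreen beads (10 ug/ml final) added 10 min; cleavage lowers signal.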
# TDP1 cell CPT = growth inhibition of DT40 Tdp1-/-;hTDP1 cells with camptothecin (screen for TDP1 inhibitors); chicken DT40 Tdp1-/-;hTDP1 cells + 20 nM CPT, ATP luminescence, 48 h; Potency, µM (highest dose often 46.2 µM), for inactives: at the highest dose activity change, negative = growth inhibition, actives largely listed as inhibitors; 12% of 420,000 active; AID 686979; note: nearly all actives have a fitted effect of over 55% in size
#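 Chicken DT40 Tdp1-/- cells complemented with human TDP1, 400 cells/well, exposed to compounds plus 20 nM camptothecin for at least 48 h at 37 C; viability read as ATP content by CellTiter-Glo luminescence.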
# * hit, by the source's call; u = inconclusive; x = not tested or not shown; & = joins results of further samples; [ ] = dose if it differs, or a comment. Calls come from the whole dose curve; as a rule, active = well fitted curve in the direction sought with a large enough effect; inconclusive = small, poorly fitted or top-dose-only effect, or another doubt; inactive = no such curve, though single readings can be large; an effect the other way counts as inactive or inconclusive. % is set by controls: 0 for no effect and ±100 for the full control effect; potency is the fitted concentration of half-maximal effect.
# Below each compound – TDP1 cell noCPT, TDP1 inh, TDP1 cell CPT
CN(Cc1nccn1C)C(=O)CC1C(=O)NCCN1Cc1ccccc1C(F)(F)F (stereo not drawn)
 : -4.5%, 4.8%, u
Cc1ccc(CNC(=O)Cn2nnc(C(=O)Nc3cccc(C)c3C)c2N)cc1
 : 12.6%, -0.3%, 5.9%
Fc1ccc(-c2cc3nc(-c4ccccc4)cc(N4CCOCC4)n3n2)cc1
 : 23.1µM*, 1.8%, 13µM*
Cc1cc(C)cc(NC(=O)CCc2nc3ccccc3[nH]2)c1
 : u, 5.9%, u
CCc1cccc(CC)c1NC(=O)CN(C)S(=O)(=O)c1ccc2c(c1)n(C)c(=O)c(=O)n2C
 : -15.7%, 6.4%, -28.4%
Cc1[nH]n(-c2ccc([N+](=O)[O-])cc2)c(=O)c1C=NCCN1CCN(C(=O)c2cccc(F)c2)CC1
 : 9.2µM*, 7.0%, 14.6µM*
CCc1ccc2nc(-c3cccc(C)c3)nc(SCC(=O)NCC3CCCO3)c2c1 (stereo not drawn)
 : -16.9%, 1.1%, -5.3%
c1ccc(CCNc2ccc3ncc(-c4cccc5ccccc45)n3n2)nc1
 : u, x, u
O=C(NCc1cn2ccsc2n1)c1cccc(C(F)(F)F)c1
 : -2.0%, 1.8%, 1.1%
C#CCOCCOCCOCCNc1nc(N2CCN(C(=O)Cn3cc(CC(C)O)nn3)CC2)nc(N2CCN(C(=O)[C@H](CCCCN)n3cc(CCC(=O)O)nn3)CC2)n1 (stereo partly drawn)
 : 3.4%, 3.9%, 2.7%
CCS(=O)(=O)Nc1c(C)n(C)n(-c2ccccc2)c1=O
 : -3.5%, 0.5%, -2.1%
Cc1ccc(N(CC(=O)Nc2ccc(S(=O)(=O)N3CCOCC3)cc2)S(C)(=O)=O)cc1C
 : -20.6%, 1.0%, -20.0%
CCOC(=O)c1[nH]c(C)c(C(=O)NC2CCCCCC2)c1C
 : -17.5%, 6.2%, -8.9%
COc1cccc(CN(C)CC(=O)Nc2cccc(C(F)(F)F)c2)c1OC
 : u, 2.4%, u
CCOC(=O)CSc1nnc(CSc2nc3ccccc3c(=O)[nH]2)n1-c1ccccc1
 : -4.9%, 3.3%, -6.8%
COc1ccc(C(=O)N2CCCC(c3cc(C(=O)Nc4ccccc4)no3)C2)cc1 (stereo not drawn)
 : u, x, -5.8%
C=CCOc1ccc(Br)cc1CNCCO
 : -21.2%, 2.7%, -3.7%
CCOc1ccc(CCNC(=O)CSc2cc(=O)n(C)c3ccc(Cl)cc23)cc1OCC
 : u, 3.5%&-3.0%, 18.4µM*
O=C(NCc1ccccn1)c1ccc(Cl)c(S(=O)(=O)NCc2ccccc2)c1
 : -18.6%, 0.2%, 0.4%
CCOC(=O)c1ccc(NS(=O)(=O)c2ccc3oc(=O)[nH]c3c2)cc1
 : -10.5%, -4.8%, -18.2%
Cc1noc(C)c1CSCc1ccc(Cl)cc1
 : 2.1%, x, -14.5%
CC(C)c1ccc(C(N)=S)cc1
 : 25.9µM*, 4.8%, -0.3%
O=C(c1ccccc1)N1CCCC(c2nc3c(nnn3Cc3ccc(F)cc3F)c(=O)[nH]2)C1 (stereo not drawn)
 : u, -5.1%, -3.3%
COc1ccc(CNC(=O)COC(=O)/C=C/c2ccc(S(=O)(=O)N3CCOCC3)cc2)cc1
 : u, 5.4%, u
COc1ccccc1NC(=O)Nc1nnc(C(C)c2ccccc2)s1 (stereo not drawn)
 : -21.9%, 2.6%, -24.2%
Cc1ccc(NC(=O)C2CCN(S(=O)(=O)c3ccc4c(c3)OCCO4)CC2)c(O)c1
 : -15.2%, 1.9%, -4.1%
CN(CCc1ccccc1)C(=O)c1ccc(NC(=O)Cc2ccc(NC(=O)C3CCCN(C(=O)c4ccccc4)C3)cc2)cc1 (stereo not drawn)
 : u, x, u
COc1cc(C(=O)NCC(C)(C)CNC(=O)c2cc(OC)c(OC)c(OC)c2)cc(OC)c1OC
 : -0.8%, 3.3%, -0.2%
COC(=O)c1ccc2c(c1)C(C)(C)C(/C=C/c1ccccc1O)=[N+]2C
 : 3.16µM*, 11.8%, 3.16µM*
CCN(CC)c1ccc(NC(=O)CNCc2ccccc2Cl)c(C)c1
 : -7.3%, x, u

# Next section; the last 4 above are carried over.
# Below each compound – TDP1 cell noCPT, TDP1 inh, TDP1 cell CPT
CN(CCc1ccccc1)C(=O)c1ccc(NC(=O)Cc2ccc(NC(=O)C3CCCN(C(=O)c4ccccc4)C3)cc2)cc1 (stereo not drawn)
 : u, x, u
COc1cc(C(=O)NCC(C)(C)CNC(=O)c2cc(OC)c(OC)c(OC)c2)cc(OC)c1OC
 : -0.8%, 3.3%, -0.2%
COC(=O)c1ccc2c(c1)C(C)(C)C(/C=C/c1ccccc1O)=[N+]2C
 : 3.16µM*, 11.8%, 3.16µM*
CCN(CC)c1ccc(NC(=O)CNCc2ccccc2Cl)c(C)c1
 : -7.3%, x, u
CNC(=O)CSc1nnc(-c2ccccc2F)n1CCc1ccccc1
 : 7.4%, 5.5%, 2.4%
COCCn1c(=O)cnc2cnc(N(C)C)nc21
 : -18.0%, x, 0.7%
CN1C(=O)NC2(O)C(=O)c3ccccc3C12O (stereo not drawn)
 : 10.3µM*, 1.9%[56.1 µM], 11.6µM*
NC(=O)c1ccc(-c2nnn(CC(=O)N(C3CCCC3)C3CCS(=O)(=O)C3)n2)cc1 (stereo not drawn)
 : 0.7%, 0.6%, 7.0%
CC(C)NC(=O)N(C)C[C@H]1Oc2c(NC(=O)C3CCCCC3)cccc2C(=O)N([C@H](C)CO)C[C@@H]1C
 : -1.0%, 0.5%, 2.0%
O=C(CCCc1ccccc1)NCCc1ccccc1
 : -3.5%, 0.5%, 14.4%
CCc1nnc(NC(=O)c2ccc3ccccc3n2)s1
 : 18.4µM*, 11.4%, u
COc1ccc(CCN2C(=O)C3C4CC(C5C(C(=O)O)=NOC45)C3C2=O)cc1OC (stereo not drawn)
 : -9.1%, -11.6%, -2.4%
CCN(C(=O)c1cccc(NC(=O)c2ccccc2)c1)C1CCCCC1
 : u, 2.8%[56.1 µM], 14.6µM*
Cc1ccc(S(=O)(=O)NCC(=O)NCC(=O)N(C)Cc2ccc(Br)s2)cc1C
 : u, x, u
O=C(COC(=O)c1ccco1)Nc1cc(S(=O)(=O)N2CCCCC2)ccc1Cl
 : -16.9%, 0.1%, -27.6%
O=c1cc(CSc2nnnn2-c2ccccc2)nc2nc[nH]n12
 : 1.7%, 8.2%, 4.4%
CCN1CCN(C(=O)C(C)N(c2ccc(C)cc2)S(C)(=O)=O)CC1 (stereo not drawn)
 : -11.8%, 3.3%, -18.9%
CCc1nnc(SCc2c(F)cccc2Cl)c2cc3sccc3n12
 : u, -2.6%, u
O=C(Nc1ccc(Cc2ccncc2)cc1)c1ccc(Br)o1
 : -17.3%, 2.8%, -7.0%
Nc1ccc2oc(Cc3ccc(Cl)cc3)nc2c1
 : u, 3.9%, u
COC(=O)[C@@H]1CCCN1Cc1ccc2c(c1)CN(Cc1ccc3c(c1)CCO3)CCO2
 : -16.4%, x, -3.6%
O=C(NC1CCCCC1)C(c1c(F)cccc1Cl)N(C(=O)c1csnn1)C1CC1 (stereo not drawn)
 : -25.2%, -0.3%, -28.9%
COc1ccccc1-c1cc2ccccc2[nH]1
 : -1.6%, 0.0%, -29.9%
COc1ccc(OC)c(CCNC(=O)CC2Oc3ccccc3NC2=O)c1 (stereo not drawn)
 : -17.9%, -3.9%, 0.6%
CCc1[nH]nc2c1C1(C(=O)N(Cc3ccccc3)c3ccccc31)C(C#N)=C(N)O2 (stereo not drawn)
 : -20.9%, 0.0%, -8.5%
Cc1cc(C)c(N=Cc2c(O)c3ccccc3oc2=O)c(C)c1
 : -14.6%, x, -3.9%
C/C=C/c1ccc(OCCCCN2CCN(CC)CC2)c(OC)c1
 : 29.1µM*, -5.1%, u
Cc1cccnc1NC(=O)Nc1ccccc1
 : -4.4%, 1.2%, -1.1%
COc1ccc(NC(=S)NCCc2ccccc2OC)c(OC)c1
 : u, 4.5%, u
N=c1c(C(=O)NCC2CCCO2)cc2c(=O)n3ccccc3nc2n1C1CCCCC1 (stereo not drawn)
 : -9.9%, 0.0%, 1.9%
O=C1[C@H]2[C@H](C=CC[C@H]2C(=O)N2CCOCC2)CCN1Cc1ccccc1
 : -15.8%&6.9%, x, -7.1%&-13.4%
NS(=O)(=O)c1ccc(CNC(=O)c2cc(-c3ccccn3)nc3ccc(Cl)cc23)cc1
 : u, 0.0%, -29.8%
CCOc1ccc(NS(=O)(=O)c2ccc(C(=O)NCC(c3ccc(OC)cc3)N3CCOCC3)cc2)cc1 (stereo not drawn)
 : u, 2.9%, -27.4%
O=C(c1cc(COc2ccc(F)c(F)c2)on1)N1CCN(C/C=C/c2ccccc2)CC1
 : 25.9µM*, x, u

# In the list so far, these have a COOH group:
# Below each compound – TDP1 cell noCPT, TDP1 inh, TDP1 cell CPT
C#CCOCCOCCOCCNc1nc(N2CCN(C(=O)Cn3cc(CC(C)O)nn3)CC2)nc(N2CCN(C(=O)[C@H](CCCCN)n3cc(CCC(=O)O)nn3)CC2)n1 (stereo partly drawn)
 : 3.4%, 3.9%, 2.7%
COc1ccc(CCN2C(=O)C3C4CC(C5C(C(=O)O)=NOC45)C3C2=O)cc1OC (stereo not drawn)
 : -9.1%, -11.6%, -2.4%

# (cont.)
# Below each compound – TDP1 cell noCPT, TDP1 inh, TDP1 cell CPT
CC(C)C(NC(=O)c1cccs1)c1nnc(SCC(=O)Nc2nccs2)n1C (stereo not drawn)
 : -12.1%, 9.3%, -15.0%
CC(C)(C)C(=O)OCc1nc(-c2ccc(O)c(O)c2)cs1
 : 20.6µM*, x, 6.51µM*
O=C1NC[C@H](CCCCN2C[C@H](Cc3ccccc3)N(CCC3CCCCC3)C(=O)C2=O)N(CCc2ccc(O)cc2)C1=O
 : -18.5%, x, 1.2%
CCOC(=O)CSc1nc(Cc2ccccc2)nc2ccccc12
 : u, -5.9%, -19.6%
CC(=O)Nc1ccc(NC(=O)CSc2nc3[nH]ncc3c(=O)n2-c2ccccc2)cc1
 : -22.2%, 5.5%, 4.1%
O=C(COC(=O)C(c1ccccc1)c1ccccc1)NCc1ccco1
 : 9.0%, 8.1%, u
Cc1cccc(CCNC(=O)c2cc(S(=O)(=O)N3CCCCC3)c[nH]2)c1
 : u, 2.6%, 18.4µM*
CCn1cc(C(=O)NCc2ccccc2OC)c(=O)c2cc(S(=O)(=O)N3CCCCCC3)ccc21
 : u, 4.7%, u
O=C(c1cnn2c(C(F)(F)F)cc(-c3ccccc3)nc12)N1CCCc2ccccc21
 : -3.8%, 2.3%, u
Cc1nc(NC(=O)CN2CCOCC2)sc1-c1ccccc1
 : -14.5%, 6.1%, -25.0%
CC1CCCN(C(=O)c2ccc3c(=O)n4nc(Nc5ccccc5)sc4nc3c2)C1 (stereo not drawn)
 : u, x, -41.4%
COCCNC(=O)/C(C#N)=C/c1ccc(OCc2ccccc2)cc1
 : u, 8.3%, 10.6%
CCNc1ccc(Br)cc(C(=O)/C=C/c2ccc(Cl)cc2Cl)c1=O
 : 9.2µM*, 4.9%, 10.3µM*
O=C(CC(c1cccs1)N1Cc2ccccc2C1=O)Nc1ccc(Cl)cc1 (stereo not drawn)
 : u, -2.8%, u
Cc1ccc(OCC(=O)Nc2ccccc2F)cc1C
 : -10.2%, 3.7%, 0.3%
CN(c1ccccc1)S(=O)(=O)c1ccc(NC(=S)Nc2ccccc2)cc1
 : u, -1.0%, u
O=C1C(Cl)=C(N2CCCC2)C(=O)N1c1ccccc1F
 : 9.4%, x, -13.9%
O=C(Nc1cccc(C(F)(F)F)c1)/C(=C\c1ccco1)NC(=O)c1cccs1
 : -1.5%, 5.4%, 6.3%
Cc1ccccc1Cn1c(C)c(C(=O)NCc2cccc(C(F)(F)F)c2)sc1=O
 : u, x, u
COc1ccccc1NS(=O)(=O)c1cccc(C(=O)N/N=C/c2cn(-c3ccccc3)nc2-c2ccccc2)c1
 : u, 1.9%, u
CC(=O)Nc1ccc(CN2CCc3c([nH]c4ccccc34)C2C(C)(C)C)cc1 (stereo not drawn)
 : -19.4%, x, -28.1%
O=C(NCCN1CCOCC1)C1CCN(S(=O)(=O)N2CCCCC2)CC1
 : 3.0%, 2.9%, 6.6%
CCOC(=O)[C@]12CCCC=C1N(Cc1ccc(Cl)cc1Cl)C(=O)[C@H](CC(=O)NCc1ccc(OC)c(OC)c1)C2
 : u, x, u
CCCC(=O)N1CCC1(C)C(=O)Nc1ccccn1 (stereo not drawn)
 : -1.5%, x, -21.7%
COc1ccc(-n2c(C)c(C(=O)O)c3cc(OC)c4ccccc4c32)cc1
 : -7.6%, 3.6%, 0.9%
COc1ccc(-c2c(C)c3ccc(O)c(CN4CCOCC4)c3oc2=O)cc1
 : 23.1µM*, 5.4%, 16.4µM*

# Screens (PubChem)
